Tau fluor cs: Counterscreen qHTS for Inhibitors of Tau Fibril Formation, Fluorescence Polarization. tau K18 P301L Alexa594 fluorescence, heparin fibrillization. Potency, µM (series often up to 57.7 µM), for inactives: at the top dose activity change, negative = decrease. 0.93% of 280,000 active; note: % is set by controls: 0 for no effect and ±100 for the full control effect; nearly all actives have a fitted effect of over 55% in size
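Human K18 P301L tau (15 uM unlabeled plus 0.24 uM Alexa 594-labeled, final) in 100 mM sodium acetate pH 7 was mixed with compound and 20 uM heparin and incubated 6 hr at 37 C.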
GAA inhib: qHTS Assay for Inhibitors of Human alpha-Glucosidase as a Potential Chaperone Treatment of Pompe Disease. Lysosomal alpha-glucosidase (Homo sapiens), P10253. purified human GAA, 4-MU-alpha-glucoside fluorescence. Potency, µM (doses to about 76.9 µM), for inactives: top-dose activity change, negative = inhibition, usual class: inhibitors. 0.005% of 200,000 active;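 note: plate controls were uninhibited enzyme wells for no effect and no-enzyme background for full effect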
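Fluorogenic assay: 4 nM human alpha-glucosidase with 400 uM 4-methylumbelliferyl-alpha-D-pyranoside in 50 mM citrate/phosphate, 0.005% Tween-20, pH 5.0, 20 min at room temperature. Compounds tested up to 77 uM; AC50 from Hill fits.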
GAA glycogen mod: qHTS Assay for Inhibitors and Activators of Human alpha-Glucosidase Cleavage of Glycogen | Potency, µM (series often up to 76.4 µM), for inactives: at the top dose activity change, negative = inhibition, hits mostly inhibitors | 0.38% of 300,000 active | Lysosomal alpha-glucosidase (Homo sapiens), P10253 | AID 2100, 2009 | recombinant GAA, glycogen substrate, Amplex Red glucose oxidase fluorescence;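 note: 0% = full enzyme reaction and -100% = no-enzyme basal signal; the screen sought inhibitors and activators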
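Recombinant human alpha-glucosidase (4 nM final) hydrolysed bovine liver glycogen (30 ug) for 40 min at 37 C in pH 5.0 citrate/phosphate with 0.01% Tween-20. Released glucose detected by glucose oxidase/Amplex Red, Ex 573/Em 610 nm. Compounds up to 77 uM; AC50 from Hill fits.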
Tau FP inhib: qHTS for Inhibitors of Tau Fibril Formation, Fluorescence Polarization | K18 P301L tau heparin fibrillization, Alexa594 FP, 6 h | 0.39% of 280,000 active | Potency, µM (highest dose often 57.7 µM), for inactives: at the highest dose activity, negative = inhibition, most hits filed as inhibitors | Microtubule-associated protein tau (Homo sapiens), P10636; note: % is set by controls: 0 for no effect and ±100 for the full control effect; nearly all actives have a fitted effect of over 55% in size
Target sequence (P10636 561-689 P618L limits assumed): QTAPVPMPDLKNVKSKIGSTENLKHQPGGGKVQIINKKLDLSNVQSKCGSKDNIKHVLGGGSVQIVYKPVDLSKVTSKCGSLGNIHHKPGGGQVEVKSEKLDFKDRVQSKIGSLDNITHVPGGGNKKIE
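K18 P301L tau (15 uM unlabeled/0.24 uM Alexa 594-labeled, final) + compound + heparin 20 uM final; 100 mM NaOAc pH 7; 6 hr 37 C; ThT 30 uM final added, 1 hr RT; FP ex 555/em 632 nm.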
GLA spleen mod: qHTS Assay for Inhibitors and Activators of Human alpha-Galactosidase From Spleen Homogenate. 0.008% of 240,000 active. AID 2107, 2009. Alpha-galactosidase A (Homo sapiens), P06280. human spleen homogenate, 4MU-alpha-Gal fluorescence, 40 min. Potency, µM (series often up to 80 µM), for inactives: at the top dose activity change, negative = inhibition, usual class: inhibitors;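 note: 0% = enzyme with vehicle and -100% = no enzyme basal signal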
Target sequence (P06280 32-429 limits assumed): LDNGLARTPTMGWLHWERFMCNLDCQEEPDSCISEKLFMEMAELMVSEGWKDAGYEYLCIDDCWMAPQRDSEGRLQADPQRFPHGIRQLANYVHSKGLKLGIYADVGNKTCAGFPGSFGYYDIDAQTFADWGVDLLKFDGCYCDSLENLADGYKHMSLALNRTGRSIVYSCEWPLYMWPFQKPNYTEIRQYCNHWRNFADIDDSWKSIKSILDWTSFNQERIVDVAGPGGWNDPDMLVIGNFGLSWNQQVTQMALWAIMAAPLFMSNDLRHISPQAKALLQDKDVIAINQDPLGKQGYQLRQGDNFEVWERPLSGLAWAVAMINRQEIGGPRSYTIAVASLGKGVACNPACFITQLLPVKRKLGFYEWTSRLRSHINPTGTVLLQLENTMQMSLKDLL
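qHTS titration in buffer at pH 5.0. Alpha-galactosidase activity in spleen homogenate was measured via 4-methylumbelliferone release from 1 mM fluorogenic substrate after 40 min at 37C and a pH 10 stop. AC50 came from Hill fits of control-normalized data.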
aGlu spleen mod: qHTS Assay for Inhibitors and Activators of Human alpha-Glucosidase From Spleen Homogenate | AID 2112, 2009 | Lysosomal alpha-glucosidase (Homo sapiens), P10253 | Potency, µM (top dose mostly 79.9 µM), for the others: at the highest dose activity change, negative = inhibition, usual class: inhibitors | 0.006% of 240,000 active | human spleen homogenate, 4-MU-alpha-glucoside fluorescence;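 note: 0% = enzyme with vehicle and -100% = no enzyme basal signal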
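Human spleen homogenate (1 ug) with 4-methylumbelliferyl-alpha-D-glucopyranoside (1 mM final) in 50 mM citrate/phosphate pH 5.0, 0.01% Tween-20; 40 min at 37 C. Stopped at pH 10; 4-MU fluorescence Ex 365/Em 440 nm; AC50 by Hill fit.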
Tau ThT inhib: qHTS for Inhibitors of Tau Fibril Formation, Thioflavin T Binding; Microtubule-associated protein tau (Homo sapiens), P10636; recombinant tau K18 P301L, heparin-induced fibrillization, ThT fluorescence; Potency, µM (highest dose often 57.4 µM), without a hit: at the top dose activity, negative = inhibition, actives largely listed as inhibitors; 2.1% of 270,000 active; note: % is set by controls: 0 for no effect and ±100 for the full control effect; nearly all actives have a fitted effect of over 55% in size
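ThT emission at 510 nm, taken 1 hr after adding 30 uM dye, quantifies aggregates formed when 20 uM heparin acts on human tau K18 P301L for 6 hr at 37 C.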
HTT cytoprotect: qHTS Multiplex Assay to Identify Dual Action Probes in a Cell Model of Huntington: Cytoprotection (ATP). PC12 HTT-Q103 induced, cytoprotection, ATP luminescence, 40 h. Potency, µM (series often up to 56.4 µM), for the others: cytoprotection (ATP increase), hits mostly activators. 0.14% of 230,000 active. AID 1471, 2008;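 note: % of control where 0% means no effect; nearly all actives have a fitted effect of over 45% in size; toxic huntingtin expression switched on by the ecdysone agonist tebufenozide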
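PC12 cells stably carrying ecdysone-inducible Htt exon 1 (Q103)–GFP were induced with 100 nM tebufenozide (final) alongside library compounds in a dose series. Cytoprotection was scored as retained ATP by ATPlite luminescence.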
An asterisk follows results filed as active; ? = inconclusive; / = not tested or not shown; & = joins results of further samples; [ ] = remark or other dose. Calls come from the whole dose curve; as a rule, active = well fitted curve in the direction sought with a large enough effect; inconclusive = small, poorly fitted or top-dose-only effect, or another doubt; inactive = no such curve, though single readings can be large; an effect the other way counts as inactive or inconclusive. Potency is the fitted concentration of half-maximal effect.

SMILES	Tau fluor cs	GAA inhib	GAA glycogen mod	Tau FP inhib	GLA spleen mod	aGlu spleen mod	Tau ThT inhib	HTT cytoprotect
CC/C=C\C/C=C\C/C=C\C/C=C\C/C=C\C/C=C\CCC(=O)NC(C)C(=O)O (configuration not stated)	-21%	/	/	1%	-1%	6%	?	?
O=C(CCc1nc2cccnc2n1Cc1ccccc1)NCCc1ccc(Cl)cc1	-14%	-5%	-2%	3%	-8%	-22%	?	-11%
Cc1ccccc1-n1c(C)n[nH]c1=S	2%	1%	-7%	7%	-1%	3%	2%	-9%
Cc1nn(-c2ccccc2)c(Cl)c1CN(C(=O)CCl)c1ccc(Cl)cc1	-4%	-3%	-3%	7%	5%	-1%	-15%	-3%[10 µM]
Cc1ccc(-c2noc(-c3ccc(N4CCC(C)CC4)c([N+](=O)[O-])c3)n2)cc1	-10%	/	-32%[76.3 µM]	-3%	/	/	-2%	/
COc1cc(C2CC(=O)Oc3c(C(CCN4CCN(c5ccccc5)CC4)c4ccc(N(C)C)cc4)c(OC)cc(OC)c32)cc(OC)c1OC (configuration not stated)	-22%	/	-10%	1%	-18%&-1%	7%&-4%	-11%	1%[10 µM]
Cc1ccccc1NC(=O)c1c(NC(=O)c2ccco2)sc2c1CCC(C(C)(C)C)C2 (configuration not stated)	-13%	/	-23%[76.3 µM]	-12%	/	/	-12%	/
COc1ccc(/C=C/CN2CCCC(C(=O)c3cc(F)ccc3F)C2)cc1 (configuration not stated)	1%	/	0%	-4%	4%	3%	-7%	16%[10 µM]
CCN(CC)C(=O)C(=O)c1cccn1-c1ccc(C#N)cc1	3%	/	-1%	-4%	12%	9%	-2%	13%[10 µM]
S=c1[nH]nc(-c2cccnc2)n1Cc1ccccc1	2%	-2%	-12%	1%	8%	7%	2%	-11%[0.074 µM]
CC12COC3(C(=O)NCCc4ccccc4)CC1CCC32C (configuration not stated)	0%	10%	-1%	5%	1%	-1%	0%	8%[0.074 µM]
O=C(CCN1C(=O)/C(=C/c2ccc(F)cc2)SC1=S)NNC(=O)c1ccncc1	-2%	-3%	2%	-10%	6%	2%	-16%	-3%
O=C(CSc1nc2c(sc3ccccc32)c(=O)n1CCO)NCc1ccco1	-4%	9%	2%	-3%	7%	-2%	-9%	8%
CCN(C(=O)c1cn(-c2cccc(OC)c2)c(=O)c2ccccc12)c1ccccc1C	2%	/	1%[76.3 µM]	-1%	/	/	1%	/
Cc1coc2c1C(=O)C(=O)c1c-2ccc2c(C)cccc12	-28%	/	0%	?	-7%	1%	2µM*	-27%[10 µM]
CCOC(=O)Cc1c(C)c2ccc(N(CC)CC)cc2oc1=O	-29%	0%	26%	?	?	-9%	14µM*	-22%[10 µM]
Nc1nonc1-c1noc(CCCN2C(=O)c3ccccc3C2=O)n1	0%	3%	7%	3%	0%	-5%	-3%	-1%
Cc1nc(-c2ccccc2)c(-c2ccccc2)[nH]1	-11%	0%	1%	3%	-3%	5%	-6%	8%[10 µM]
CCOC(=O)NC(=O)CSc1ccccn1	6%	0%	-3%	1%	-2%	-2%	-5%	3%[0.074 µM]
COc1ccccc1C(=O)N(CCN(C)C)c1nc2cc(C)cc(C)c2s1	-16%	-14%	3%	-1%	1%	3%	-15%	-13%

Another view of part of the listing above.
Molecule,Tau fluor cs,GAA inhib,GAA glycogen mod,Tau FP inhib,GLA spleen mod,aGlu spleen mod,Tau ThT inhib,HTT cytoprotect
CCN(C(=O)c1cn(-c2cccc(OC)c2)c(=O)c2ccccc12)c1ccccc1C,2%,/,1%[76.3 µM],-1%,/,/,1%,/
Cc1ccccc1-n1c(C)n[nH]c1=S,2%,1%,-7%,7%,-1%,3%,2%,-9%
O=C(CCN1C(=O)/C(=C/c2ccc(F)cc2)SC1=S)NNC(=O)c1ccncc1,-2%,-3%,2%,-10%,6%,2%,-16%,-3%

Some of the entries so far, as a markdown table:
| canonical_smiles | Tau fluor cs | GAA inhib | GAA glycogen mod | Tau FP inhib | GLA spleen mod | aGlu spleen mod | Tau ThT inhib | HTT cytoprotect |
| --- | --- | --- | --- | --- | --- | --- | --- | --- |
| Cc1ccccc1-n1c(C)n[nH]c1=S | 2% | 1% | -7% | 7% | -1% | 3% | 2% | -9% |
| COc1ccccc1C(=O)N(CCN(C)C)c1nc2cc(C)cc(C)c2s1 | -16% | -14% | 3% | -1% | 1% | 3% | -15% | -13% |

(next part)
SMILES	Tau fluor cs	GAA inhib	GAA glycogen mod	Tau FP inhib	GLA spleen mod	aGlu spleen mod	Tau ThT inhib	HTT cytoprotect
NS(=O)(=O)c1cc2c(cc1Cl)NC(Cc1ccccc1)NS2(=O)=O (configuration not stated)	-3%	-12%	2%	4%	5%	-2%	3%	-8%[10 µM]
c1ccc(-c2nnn(C34CC5CC(CC(C5)C3)C4)n2)cc1	-12%	2%	4%	1%	17%	4%	-3%	-8%
CCOC(=O)c1sc(-c2ccccc2)nc1C	-7%	10%	19%	-4%	-11%	1%	-6%	0%[10 µM]
COC(=O)c1cc(=O)n2c(-c3ccccc3)csc2n1	-2%	0%	2%	-1%	-5%	-12%	-6%	-3%
O=C(CCc1nnc(-c2ccc3c(c2)OCO3)o1)NC(c1ccccn1)C(F)(F)F (configuration not stated)	4%[2.34 µM]	4%	5%	9%[2.34 µM]	-6%	-4%	-8%	12%[10 µM]
Cc1cc(=O)oc2cc(OCC(=O)OCC(=O)Nc3c(C)n(C)n(-c4ccccc4)c3=O)ccc12	-1%	10%	5%	-5%	23%	15%	-3%	-10%
O=C(CSc1nncc(=O)[nH]1)NCc1ccccc1	-12%	13%	3%	-7%	-5%	3%	-16%	23%[10 µM]
O=C(NCCN1CCN(C(=O)c2cc3ccccc3oc2=O)CC1)c1cc2ccccc2oc1=O	-1%	10%	3%	4%	-20%	-7%	-6%	14%
CCOC(=O)C1(CCOC)CCN(Cc2ccc3nonc3c2)CC1	-7%	/	-7%	4%	7%	0%	-4%	-4%[10 µM]
Clc1ccc(CN(CC2CCCO2)C(c2cccs2)c2nnnn2C2CCCC2)cc1 (configuration not stated)	-9%	-3%	-2%	3%	5%	-8%	-14%	-33%
O=C(c1ccc(N2CCCCC2)c([N+](=O)[O-])c1)N1CCOCC1	-1%	3%	6%	-6%	-3%	0%	-8%	-41%[inhibitor]
CC1Cc2ccccc2N1C(=O)CSc1nnnn1C(C)C (configuration not stated)	-6%	-1%	4%	-2%	3%	1%	6%	-47%[inhibitor]
CC1CN(S(=O)(=O)c2cccc(-c3cn4cccnc4n3)c2)CC(C)O1 (configuration not stated)	-6%	?	-10%	5%	?	1%	2%	-1%[0.074 µM]
CCOC(=O)CSc1nnc(CNc2ccc(Cl)cc2)n1-c1ccccc1	-4%	8%	22%	8%	5%	-2%	-6%	-2%[10 µM]
CC(=O)NS(=O)(=O)c1ccc(NC(=O)c2ccc3c(c2)C(=O)N(CCC(C)C)C3=O)cc1	-9%	2%	-1%	4%	-9%	-28%	-8%	/
CCc1ccc2[nH]c(=O)c(C(c3nnnn3CC3CCCO3)N3CCN4CCCC4C3)cc2c1 (configuration not stated)	3%	-4%	-6%	0%	13%	1%	-3%	-2%
C[C@H]1Cc2c(COc3ccccc3)nc3c(c2CO1)CN(C(=O)NCCc1c[nH]c2ccccc12)CC3	3%[11.6 µM]	/	/	8%[11.6 µM]	-1%[17.5 µM]	2%[17.4 µM]	11%[11.5 µM]	-24%[10 µM]
CC(C)COC(=O)OCN1C(=O)CN(CCN2CC(=O)N(COC(=O)OCC(C)C)C(=O)C2)CC1=O	-15%	/	/	-1%	7%	7%	-6%	-10%
COc1ccc(NC(=O)CCCC2CCCCC2)cc1S(=O)(=O)N1CCCCC1	-20%	-38%	-10%	-10%	-12%	-5%	-14%	12%[10 µM]
CC(C)(C)NC(=O)c1ccccc1-c1nc2ccccc2s1	5%	/	1%	?	4%	-4%	-3%	2%[10 µM]
O=C(CSc1nc2ccccc2[nH]1)c1ccc(Cl)s1	-15%	-9%	-1%	11%	-3%	-1%	-19%	1%
COc1cccc(-c2nnc(NC(=O)C3CCCCC3)o2)c1	-5%	-1%	-16%	-2%	1%	1%	-17%	-16%
Cc1cc(Nc2cccc(Cl)c2)nc(NCc2ccccc2)n1	?	-5%	-10%	?	3%	6%	?	-17%[10 µM]
CC(C)C1Cc2c(sc3c2c(=O)n(Cc2ccccc2)c2nncn32)CO1 (configuration not stated)	-15%	-8%	13%	2%	9%	-5%	-9%	1%
Cc1ccc(-n2ncc3c(N4CCCC4)ncnc32)c(C)c1	-23%	-10%	6%	-13%	7%	-6%	-14%	-17%
Cc1ccc(S(=O)(=O)C2(C(=O)O)CCCC2)cc1C	3%	-2%	-2%	4%	5%	5%	-11%	-20%[10 µM]
CCOC(=O)c1cnc2c(C)cccc2c1Nc1cccc(C(=O)O)c1	-1%	/	-2%	0%	6%	1%	-8%	-19%[10 µM]
COc1ccc2[nH]c(C)c(CCNC(=S)Nc3ccccc3OC)c2c1	?	-1%	-19%	17%	7%	2%	?	?
COc1ccc2c(c1)c(C(=O)N/N=C/c1ccc(OC)c(OC)c1)c(C)n2C	-11%	2%	3%	-3%	0%	-5%	?	10%[10 µM]
COc1ccc(NC(=O)CN2CCN(c3nc(-c4cccc(OC)c4)cs3)CC2)cc1	?	-3%	-8%	9%	0%	3%	?	-9%[1.9 µM]
COc1ccc(CC(=O)NNC(=O)CSc2nnc(C)n2-c2ccccc2)cc1	0%	-27%	3%	-1%	-3%	-5%	-4%	/

Source: PubChem (National Center for Advancing Translational Sciences (NCATS))
